# BaF3 parental: counter-screen for JAK2V617F inhibitors: parental Ba/F3 viability inhibitors | CellTiter-Glo ATP luminescence | inhibition, % at 5.6 µM | 220,000 compounds, 1.1% hits;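 active = inhibition above a per-campaign cutoff, the mean inhibition of all tested compounds plus 3 SD, cut at about 27% in these data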;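 note: 0% = DMSO wells and 100% = JAK Inhibitor I control wells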
# NPY-Y2 PAM-ag: human NPY-Y2 potentiation or agonism, primary screen; 220,000 compounds, 0.45% hits; cells expressing NPY-Y2, potentiator/agonist read-out; P49146; activation, % at 3.6 µM; in the data active = activation above about 27%;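 note: cells stimulated with NPY near EC25 plus isoproterenol at EC100; 0% = vehicle plus submaximal agonist and 100% = vehicle plus saturating agonist; some results beyond the cut were filed as inactive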
# NCF1 inh: blocks human p47phox regulatory protein of NADPH oxidases; P14598; p47phox/p22phox peptide binding, fluorescence polarization, 2 h; inhibition, % at 24.7 µM; 220,000 compounds, 0.53% hits; AID 1274;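 active = inhibition above about 30%, limit read from the data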;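 note: 0% = p47phox with labelled peptide and 100% = labelled peptide alone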
# Target sequence (P14598 whole entry, looked up): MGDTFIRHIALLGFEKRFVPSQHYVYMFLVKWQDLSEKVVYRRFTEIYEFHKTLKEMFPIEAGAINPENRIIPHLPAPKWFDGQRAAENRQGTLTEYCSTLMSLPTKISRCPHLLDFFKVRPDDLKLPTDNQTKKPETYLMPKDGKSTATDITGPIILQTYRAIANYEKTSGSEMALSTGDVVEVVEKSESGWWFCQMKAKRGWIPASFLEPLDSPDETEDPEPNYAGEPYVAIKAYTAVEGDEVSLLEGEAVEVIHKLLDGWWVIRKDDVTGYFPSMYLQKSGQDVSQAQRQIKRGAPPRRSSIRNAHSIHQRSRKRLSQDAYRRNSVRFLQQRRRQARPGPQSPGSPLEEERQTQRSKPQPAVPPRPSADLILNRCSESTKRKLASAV
# NPY-Y1 PAM-ag: human NPY-Y1 potentiation or agonism, primary screen | NPY-Y1 expressing cells, potentiator/agonist activation | AID 1304 | P25929 | activation, % at 3.6 µM | 220,000 compounds, 0.37% hits; in the data active = activation above about 33%, passing the limit was not always enough;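 note: cells stimulated with NPY at EC10 then isoproterenol at EC100; 0% = low agonist plus stimulus and 100% = saturating agonist plus stimulus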
# S1P4 ag: agonists of human S1P4 receptor. O95977. S1P4-expressing cell line, agonist reporter assay. activation, % at 4.98 µM. 220,000 compounds, 0.35% hits; in the data active = activation above about 11%;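 note: 0% = DMSO vehicle and 100% = reference agonist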
# Target sequence (O95977 whole entry, looked up): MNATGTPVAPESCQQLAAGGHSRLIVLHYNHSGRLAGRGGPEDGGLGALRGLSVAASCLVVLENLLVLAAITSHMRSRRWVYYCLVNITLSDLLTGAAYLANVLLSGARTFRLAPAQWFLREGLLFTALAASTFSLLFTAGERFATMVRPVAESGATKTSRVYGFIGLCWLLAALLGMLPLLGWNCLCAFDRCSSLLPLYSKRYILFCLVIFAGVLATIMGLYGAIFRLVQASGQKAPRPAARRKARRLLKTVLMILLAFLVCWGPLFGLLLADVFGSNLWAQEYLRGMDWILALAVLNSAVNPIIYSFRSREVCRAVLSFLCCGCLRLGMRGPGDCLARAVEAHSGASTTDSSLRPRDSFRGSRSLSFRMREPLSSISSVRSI
# Ba/F3 V617F tox: lowers viability of Ba/F3 cells expressing EpoR and JAK2V617F; ATP luminescence; 220,000 compounds, 1.1% hits; inhibition, % at 5.6 µM;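 active = inhibition above the campaign mean plus 3 SD over all tested compounds, cut at about 24% in these data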;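 note: cytokine-independent growth of Ba/F3 cells driven by EpoR plus mutant JAK2; 0% = DMSO-treated cells and 100% = JAK inhibitor I control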
# S1P4 antagonist: human S1P4 receptor antagonism. O95977. S1P4-expressing cells, antagonist mode, reporter read-out. inhibition, % at 4.98 µM. 220,000 compounds, 0.26% hits. AID 1510; in the data active = inhibition above about 29%;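 note: 0% = wells stimulated with agonist and 100% = vehicle wells without agonist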
# NPY-Y1 antag: antagonists of human neuropeptide Y receptor Y1 | AID 1040 | HEK293-CNG Y1 cells, membrane potential fluorescence; NPY at EC95, then isoproterenol | P25929 | inhibition, % at 3.6 µM | 200,000 compounds, 1% hits;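 active = inhibition above the campaign mean inhibition of all tested compounds plus 3 SD, cut at about 20% in these data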;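 note: 0% = DMSO wells given NPY plus isoproterenol and 100% = isoproterenol alone without NPY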
#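 System: HEK293 cells with Y1 receptor plus CNG channel / Probe or stimulus: NPY 25 nM then isoproterenol 1 µM plus Ro 20-1724 25 µM / Compound: one concentration, 3.6 µM, in 0.4% DMSO / Schedule: compound incubation 1 h at room temperature, readout 45 min post-stimulation / Measured by: membrane potential fluorescence / Read-out: % inhibition of NPY effect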
# CHOP inhibitor: CHOP inhibition in unfolded protein response. CHO-K1 CHOP-promoter luciferase, tunicamycin-induced, 15-18 h. inhibition, % at 10 µM. 220,000 compounds, 3.8% hits. AID 2732;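 active = compounds that reduced the stress-induced luciferase reporter signal by more than about 70% of percent inhibition, limit read from the data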;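 note: 0% = tunicamycin plus vehicle and 100% = wells without tunicamycin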
# The depositor's hits bear a star; · = not tested or not shown. A portion of the library; rates above refer to the full screens.
SMILES,BaF3 parental,NPY-Y2 PAM-ag,NCF1 inh,NPY-Y1 PAM-ag,S1P4 ag,Ba/F3 V617F tox,S1P4 antagonist,NPY-Y1 antag,CHOP inhibitor
CCC(=NCc1ccco1)c1c(O)n(-c2ccc(Cl)cc2)c(=O)[nH]c1=O,1.7,5.1,-6.7,9.3,-0.5,-1.1,-1.9,·,2.9
CCCn1cc(CN2CCCC(C(=O)c3cccc(OC)c3)C2)c(C)n1 (configuration not stated),6.3,-1.5,3.8,-27.3,-1.1,4.3,-17.0,-1.8,-18.1
CCN(CC)CCN/N=C(\C)c1c(O)[nH]c(=O)[nH]c1=O,2.9,2.4,12.1,6.0,-0.3,-4.6,-11.9,·,-12.4
COc1ccc(C2C([N+](=O)[O-])=C(N)Oc3c2c(=O)oc2ccccc32)cc1 (configuration not stated),2.5,-4.3,-19.6,1.8,1.4,0.1,-20.5,14.5,10.2
CC(=O)N1N=C2C3CCN(CC3)C2C1c1ccc(Br)cc1 (configuration not stated),0.8,-5.3,-3.2,-1.8,-2.3,0.7,-6.0,·,6.6
COc1cccc(O)c1CN1CCCC(C(=O)c2ccccc2SC)C1 (configuration not stated),1.5,-7.9,-4.9,-24.2,0.4,11.5,-3.0,14.8,16.0
CC(C)OP(=O)(OC(C)C)C(NCc1ccccc1)c1ccccc1 (configuration not stated),9.0,-2.3,-0.9,2.2,-0.1,3.6,12.0,11.8,6.1
O=C(NC(C(Cl)Cl)N1CCOCC1)c1ccccc1 (configuration not stated),4.5,4.3,-14.4,8.8,-0.4,-1.6,-4.4,-0.2,2.6
Cc1cccc(OC(=O)N2CCOCC2)c1,0.5,11.7,-5.0,2.4,-0.1,-4.0,-7.5,-0.9,27.3
CCn1c(O)c(/C=N/NC(=O)c2ccccc2)c(=O)n(CC)c1=S,4.8,0.8,-16.3,4.8,-1.2,-0.8,-3.8,·,7.0
CCCCC(=O)N/N=C/c1c(O)n(CCc2ccc(OC)c(OC)c2)c(=O)[nH]c1=O,5.0,2.3,-9.2,-33.2,1.1,-1.7,-19.6,-1.3,21.9
N#C/C(=C(/O)c1ccc(S(=O)(=O)N(CCCl)CCCl)cc1)c1nc2ccccc2[nH]1,-3.8,-10.4,-12.1,-1.0,0.5,-0.8,-0.8,·,-33.7
Cc1c(NC(NC(=O)CF)C(Cl)(Cl)Cl)c(=O)n(-c2ccccc2)n1C (configuration not stated),6.0,8.7,-3.2,1.8,-2.2,-0.6,-4.7,9.0,32.9
O=c1cccc2n1CC1CC2CN(Cc2c(Cl)cccc2Cl)C1 (configuration not stated),-4.5,3.5,1.9,4.5,-0.4,-3.7,-16.1,-1.1,33.9
CCC(=NCc1cc(OC)cc(OC)c1)c1c(O)[nH]c(=O)[nH]c1=O,2.4,-30.2,-12.1,-16.0,-0.1,-2.1,2.2,·,28.5
Cc1ccc(C)c(OCC(=O)N2CCCN(C)CC2)c1,0.8,-1.9,-1.1,11.4,-1.3,-0.1,-3.9,-0.8,7.1
Cc1cccc(-n2c(-c3ccco3)nc3ccccc3c2=O)c1C,2.8,-5.0,-10.1,-10.3,0.8,-0.5,0.6,-3.6,14.9
O=C(CN1CC=C(c2ccccc2)CC1)Nc1c(Cl)cccc1Cl,1.4,-3.9,-12.1,-6.5,1.0,-2.2,-1.7,7.2,8.7
CCc1cc2c(s1)N(CC(=O)OC)C(=O)CN=C2c1ccccc1OC,7.1,-9.7,-4.4,6.0,0.9,4.3,-4.0,2.4,31.2
Clc1ccc(Cn2ccnc2)cn1,-2.0,-5.5,14.3,-5.3,-1.4,-1.6,-16.0,2.0,20.0

# Pulled one by one from above:
SMILES,BaF3 parental,NPY-Y2 PAM-ag,NCF1 inh,NPY-Y1 PAM-ag,S1P4 ag,Ba/F3 V617F tox,S1P4 antagonist,NPY-Y1 antag,CHOP inhibitor
N#C/C(=C(/O)c1ccc(S(=O)(=O)N(CCCl)CCCl)cc1)c1nc2ccccc2[nH]1,-3.8,-10.4,-12.1,-1.0,0.5,-0.8,-0.8,·,-33.7
CCn1c(O)c(/C=N/NC(=O)c2ccccc2)c(=O)n(CC)c1=S,4.8,0.8,-16.3,4.8,-1.2,-0.8,-3.8,·,7.0

# Complete entries from above. Order of values: BaF3 parental, NPY-Y2 PAM-ag, NCF1 inh, NPY-Y1 PAM-ag, S1P4 ag, Ba/F3 V617F tox, S1P4 antagonist, NPY-Y1 antag, CHOP inhibitor
# CCc1cc2c(s1)N(CC(=O)OC)C(=O)CN=C2c1ccccc1OC as listed: 7.1, -9.7, -4.4, 6.0, 0.9, 4.3, -4.0, 2.4, 31.2
# N#C/C(=C(/O)c1ccc(S(=O)(=O)N(CCCl)CCCl)cc1)c1nc2ccccc2[nH]1 as listed: -3.8, -10.4, -12.1, -1.0, 0.5, -0.8, -0.8, ·, -33.7

# Next section:
SMILES,BaF3 parental,NPY-Y2 PAM-ag,NCF1 inh,NPY-Y1 PAM-ag,S1P4 ag,Ba/F3 V617F tox,S1P4 antagonist,NPY-Y1 antag,CHOP inhibitor
Cc1cccc(OCC(=O)N2CCN(Cc3cccnc3)CC2)c1,7.5,7.1,6.0,5.1,-0.1,-0.9,-10.5,8.1,4.2
CCOc1ccc([N+](=O)[O-])cc1CNCCc1ccccc1,1.5,13.1,-9.5,8.3,0.8,-0.1,-5.7,10.3,-6.8
COc1ccc(N2C(=O)/C(=C/C=C/c3ccccc3[N+](=O)[O-])C(=O)NC2=S)cc1,-0.7,-23.3,-18.7,1.6,0.1,-4.1,-11.6,0.7,-142.8
Cc1ccc(C(=O)c2cc(Br)ccc2N)cc1,1.7,3.1,-10.6,-9.0,4.7,3.6,-9.9,-2.2,15.8
COC(=O)CC1NC2CCCCC2NC1=O (configuration not stated),6.0,1.6,-18.5,0.6,1.8,1.6,-35.1,2.2,-24.3
Cc1nn(Cc2ccccc2)c(C)c1C=C1C(=O)NC(=S)NC1=O,2.2,4.4,-100.4,-7.5,-1.7,-2.2,-5.6,5.8,1.1
Cn1cc(NC(=O)CCl)cn1,4.4,-12.6,-22.8,4.1,-0.4,-1.5,2.5,-0.1,3.2
O=c1c2ccccc2nc(/C=C/c2ccc3c(c2)OCO3)n1-c1cccc(O)c1,3.5,-11.1,-23.2,-10.4,0.5,-0.8,-12.7,12.8,1.3
Cc1cc(C)c(-n2c(O)c(/C=N/NC(=O)c3ccncc3)c(=O)[nH]c2=O)c(C)c1,-0.1,12.5,-76.8,-2.9,1.5,-2.4,-4.1,·,4.1
C=CCn1c(O)c(C(CC)=Nc2ccc(NC(C)=O)cc2)c(=O)[nH]c1=O,0.1,6.5,-8.8,13.4,-0.9,-3.5,-0.8,·,19.3

# As a short view, 2 of the compounds above:
SMILES,BaF3 parental,NPY-Y2 PAM-ag,NCF1 inh,NPY-Y1 PAM-ag,S1P4 ag,Ba/F3 V617F tox,S1P4 antagonist,NPY-Y1 antag,CHOP inhibitor
CCC(=NCc1ccco1)c1c(O)n(-c2ccc(Cl)cc2)c(=O)[nH]c1=O,1.7,5.1,-6.7,9.3,-0.5,-1.1,-1.9,·,2.9
CCCn1cc(CN2CCCC(C(=O)c3cccc(OC)c3)C2)c(C)n1 (configuration not stated),6.3,-1.5,3.8,-27.3,-1.1,4.3,-17.0,-1.8,-18.1

# Continuation.
SMILES,BaF3 parental,NPY-Y2 PAM-ag,NCF1 inh,NPY-Y1 PAM-ag,S1P4 ag,Ba/F3 V617F tox,S1P4 antagonist,NPY-Y1 antag,CHOP inhibitor
O=C(NCCO)c1nsnc1NCCCl,-1.8,-6.8,-0.4,8.5,-1.3,-2.4,9.1,-2.8,2.8
CCC1(c2ccccc2)C(=O)N(COC)C(=O)N(COC)C1=O,3.0,13.4,6.6,10.6,0.0,-2.8,-8.5,-3.7,3.4
CCC(=NCc1ccc2c(c1)OCO2)c1c(O)n(C)c(=O)n(C)c1=O,0.8,-0.9,-1.8,-10.0,0.0,-3.6,-13.4,3.9,16.4
O=C(Nc1ccccc1)N1CCC2(CC1)OCCO2,6.4,4.3,7.8,1.3,1.2,30.1*,0.7,0.7,-2.9
CC(N)Cc1c[nH]c2ccc(Cl)cc12 (configuration not stated),7.0,-4.7,·,3.5,-1.5,0.5,-5.5,-2.0,·
CCC(=O)OC1(Cc2ccc(CC)cc2)CC(C)N(C)CC1C (configuration not stated),5.0,14.8,2.2,-9.4,-0.5,-0.1,5.0,·,9.2
CCOc1ccc(-c2c(C)n(-c3ccc(OCC)cc3)c3[n+]2CCCCC3)cc1,88.6*,-25.4,-7.2,-34.2,2.3,99.2*,-8.1,·,67.6
CCCCCCn1c(O)c(C(C)=NC)c(=O)[nH]c1=O,3.3,-9.3,-9.4,-22.0,-1.4,0.9,-7.1,1.1,13.2
CC1C(c2cccs2)=[N+]([O-])C(C)(C(=O)c2ccc(Cl)cc2)N1O (configuration not stated),-2.2,5.2,·,11.8,-3.2,-8.2,4.1,3.4,·
CC(C)Oc1ccc(Cc2c(O)[nH]c(=O)[nH]c2=O)cc1,2.5,-7.3,-2.8,-6.8,-1.9,1.3,-7.9,6.5,-2.2
Cc1cc(C=C2C(=O)N(C)C(=S)N(C)C2=O)c(C)n1-c1ccncc1,3.6,-8.4,-32.0,18.2,0.7,-4.4,-7.4,·,-38.9
COc1ccc(C2SCC(=O)Nc3c2c(C)nn3C2CCOC(C)(C)C2)cc1OC (configuration not stated),0.9,-11.6,4.2,-0.9,-2.3,-2.6,1.2,-10.0,5.5
N#CCCn1cc(C(=O)Nc2ccccc2Br)c(-c2ccc3c(c2)OCCO3)n1,4.4,0.6,-8.8,-6.5,0.2,-1.5,-13.8,2.7,11.5
O[C@H]1C2CCC1C(N1CCCCC1)CC2 (some centres not stated),5.9,-9.1,-11.9,14.6,0.1,0.7,1.3,-0.3,19.6
COCc1cc(OC(=O)N(C)C)nc(-c2ccc(C)c(Cl)c2)n1,3.3,6.3,-3.0,-17.8,1.2,0.5,-6.8,·,-28.4
Cc1ccc(/C=C2\C(=O)NC(=O)N(Cc3ccccc3Cl)C2=O)o1,-3.1,8.2,-19.2,-2.4,1.7,-2.7,1.0,-1.5,105.0*
CCCCC(=O)N/N=C/c1c(O)n(CCCC)c(=S)[nH]c1=O,2.7,5.6,-16.9,5.5,0.7,-0.4,-16.5,·,32.1
CN1CCN2c3ccccc3CC3(C(=O)N(C)C(=O)N(C)C3=O)C2C1 (configuration not stated),-0.5,-5.5,-1.5,0.1,0.4,-6.2,3.5,·,-2.4
CNC(=S)NC1CC2CCCC(C1)N2CC(C)C (configuration not stated),2.6,-9.0,39.8*,19.7,-0.1,-3.0,1.1,1.7,-7.4
CCOP(=O)(OCC)c1cc(C)c(O)c(C(C)(C)C)c1,-2.8,12.3,-3.2,-3.2,1.7,-1.5,-11.0,·,0.1
O=C(O)[C@H]1C[C@@H]1[C@H](NP(=O)(c1ccccc1)c1ccccc1)c1ccccc1,12.6,-10.6,-0.2,-15.4,0.3,5.1,4.0,0.3,0.6
CCOC(=O)C(O)(c1ccc(NC(=S)NC(=O)c2ccc(Cl)cc2Cl)c(C)c1)C(F)(F)F (configuration not stated),8.5,24.5,-1.9,2.3,0.6,2.5,-4.4,0.2,70.2*

# Looked up above:
# In NPY-Y2 PAM-ag, CCOC(=O)C(O)(c1ccc(NC(=S)NC(=O)c2ccc(Cl)cc2Cl)c(C)c1)C(F)(F)F (configuration not stated) has the entry 24.5
# In NPY-Y2 PAM-ag, CCCCC(=O)N/N=C/c1c(O)n(CCCC)c(=S)[nH]c1=O has the entry 5.6
# In CHOP inhibitor, Cc1cccc(-n2c(-c3ccco3)nc3ccccc3c2=O)c1C has the entry 14.9
